PREPL inh: inhibitors of human prolyl oligopeptidase-like enzyme PREPL | Q4J6C6 | hit rate 0.68% among 320,000 | recombinant PREPL, fluorescence polarization activity-based probe | inhibition, % at 5.96 µM; in the data active = inhibition above about 43%;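 also: 0% = enzyme with DMSO and 100% = wells lacking enzyme; many of its hits are not listed in these tables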
Efflux pump inh: antifungal efflux pump inhibition, Nile Red retention | S. cerevisiae Candida pump triplex | inhibition, % at 10 µM | AID 485275 | hit rate 0.44% among 330,000;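 active = plate passing quality check with inhibition over a set limit, or well fluorescence over plate mean plus 4 SD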;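 also: Nile Red retained in pooled yeast measured as flow cytometry median fluorescence; 0% = buffer negative control and 100% = Enniatin B positive control; higher means more Nile Red kept so more efflux inhibition; some compounds called inactive have numbers as strong as hits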
TPT1 inhibitor: inhibitors of Candida albicans tRNA 2'-phosphotransferase TPT1; recombinant caTPT1, FP RNA substrate dephosphorylation; hit rate 0.81% among 300,000; AID 1962; inhibition, % at 5 µM;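 active = inhibition above the mean of all tested compounds plus 3 SD, set per screening campaign, cut at about 24% in these data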;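 also: plate controls were DMSO alone for no effect and ferristatin control at 100 nM for full effect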
core dimer inh: HCV core protein dimerization inhibition | inhibition, % at 5 µM | TR-FRET GST/Flag-core106 dimerization, 1536-well | AID 1899 | hit rate 0.33% among 300,000;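 active = inhibition above the mean of all tested compounds plus 3 SD, set per screening campaign, cut at about 45% in these data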
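Material: Tagged HCV core106 pair (GST and Flag) | Amount: GST-core106 13.5 nM, Flag-core106 17 nM | Medium: KF-containing HEPES buffer, pH 7.45, DTT, CHAPS, BSA | Reagent: Eu donor and XL665 acceptor anti-tag antibodies | Schedule: 4 h at 22.5 °C | Technique: Time-resolved FRET, ex 340 nm, em 617 and 671 nm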
LYPLA2 inh: counter-screen for PME1 inhibitors: inhibitors of human LYPLA2. inhibition, % at 5.9 µM. O95372. hit rate 0.38% among 320,000. recombinant LYPLA2, FP-Rh probe fluorescence polarization;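 active = inhibition above the screen-wide mean plus 3 SD, limit set per campaign, cut at about 26% in these data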;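 also: 0% = LYPLA2 with DMSO and 100% = wells lacking LYPLA2 enzyme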
Target sequence (O95372 whole entry, looked up): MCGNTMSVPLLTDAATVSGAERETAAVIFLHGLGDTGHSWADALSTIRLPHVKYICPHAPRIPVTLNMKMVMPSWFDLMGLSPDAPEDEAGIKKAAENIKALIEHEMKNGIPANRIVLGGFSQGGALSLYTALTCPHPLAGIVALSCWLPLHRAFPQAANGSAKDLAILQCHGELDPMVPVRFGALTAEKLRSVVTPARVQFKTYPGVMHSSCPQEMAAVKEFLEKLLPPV
GASC-1 inh: blocks human GASC-1 demethylase activity. GST-JMJD2C(1-420) H3K9me3 demethylation, DELFIA europium. inhibition, % at 2.35 µM. hit rate 0.069% among 330,000;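 active = more than half of a compound's replicate wells show inhibition beyond 50%, single wells judged on their own value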;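 also: signal counts dimethyl H3K9 product captured on neutravidin plate; 0% = median of DMSO wells and 100% = 0.3 times that DMSO median; strong numbers were not always called active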
PP5 inh: inhibitors of human protein phosphatase 5 (PP5); hit rate 0.18% among 320,000; P53041; inhibition, % at 6.7 µM; purified PP5c, OMFP substrate fluorescence;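 active = inhibition above the campaign's mean inhibition across all tested compounds plus 3 SD, cut at about 9.5% in these data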;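 also: 0% = DMSO only and 100% = 100 µM cantharidin control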
Target sequence (P53041 whole entry, looked up): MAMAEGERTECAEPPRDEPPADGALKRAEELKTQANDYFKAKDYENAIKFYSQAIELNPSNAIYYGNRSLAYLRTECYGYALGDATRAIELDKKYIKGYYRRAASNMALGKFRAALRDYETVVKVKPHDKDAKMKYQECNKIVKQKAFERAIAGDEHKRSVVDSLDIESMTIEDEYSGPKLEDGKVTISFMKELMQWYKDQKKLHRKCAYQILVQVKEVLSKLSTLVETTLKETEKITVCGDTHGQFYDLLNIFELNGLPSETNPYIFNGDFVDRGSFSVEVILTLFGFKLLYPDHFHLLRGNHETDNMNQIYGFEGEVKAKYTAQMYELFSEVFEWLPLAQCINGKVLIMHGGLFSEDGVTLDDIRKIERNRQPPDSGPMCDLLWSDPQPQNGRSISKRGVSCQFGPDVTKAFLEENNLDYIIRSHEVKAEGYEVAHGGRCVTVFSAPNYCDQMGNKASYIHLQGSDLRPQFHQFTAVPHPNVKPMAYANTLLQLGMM
Fh CTSL1 inh: blocks F. hepatica cathepsin L1 in PFM18AAP counter-screen; inhibition, % at 5.96 µM; hit rate 0.49% among 300,000; recombinant F. hepatica cathepsin L1, Z-Leu-Arg-MCA fluorescence;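 active = inhibition above the mean of all tested compounds plus 3 SD, set per screening campaign, cut at about 17% in these data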;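 also: 0% = plate median of test compound wells and 100% = 1 µM Z-Phe-Ala-diazomethylketone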
PP1 counter: counter-screen for PP5 inhibitors: inhibitors of human PP1-alpha; inhibition, % at 6.7 µM; hit rate 0.9% among 320,000; P62136; purified PP1alpha, OMFP fluorescence;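 active = inhibition above the mean inhibition of all tested compounds plus 3 SD, computed separately for each screening campaign, cut at about 15% in these data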
Target sequence (P62136 whole entry, looked up): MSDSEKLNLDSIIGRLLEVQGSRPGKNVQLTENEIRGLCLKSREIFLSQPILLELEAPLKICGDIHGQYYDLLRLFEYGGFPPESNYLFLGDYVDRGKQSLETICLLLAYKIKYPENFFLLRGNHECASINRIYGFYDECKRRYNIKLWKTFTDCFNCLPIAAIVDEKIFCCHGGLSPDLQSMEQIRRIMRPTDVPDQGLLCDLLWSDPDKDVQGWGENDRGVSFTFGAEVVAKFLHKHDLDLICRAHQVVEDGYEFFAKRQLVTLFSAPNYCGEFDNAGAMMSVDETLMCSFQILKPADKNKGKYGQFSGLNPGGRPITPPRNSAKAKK
An asterisk follows results filed as active; x = not tested or not shown; & = joins results of further samples.

SMILES	PREPL inh	Efflux pump inh	TPT1 inhibitor	core dimer inh	LYPLA2 inh	GASC-1 inh	PP5 inh	Fh CTSL1 inh	PP1 counter
Cc1ccccc1N=C1N=C(N)c2ccccc21	-8	0.0	-4	-5	5	60*	1.5	-3	0
CCc1ccc(C(=O)/C=C/NCc2ccc(F)cc2)cc1	-3	-0.1	4	8	2	2	1.3	2	3
CCOC(=O)c1ccccc1NC(=O)C1CSC2(C)CCC(=O)N12 (stereo not given)	-10	0.3	-1	5	5	1	3.4	1	-1
CC1(C)C(=O)N(OCc2ccccc2)C(C)(C)C(=O)N1OCc1ccccc1	4	-0.1	-1	1	-3	-3	2.5	-2	0
O=C(Nc1ccc2c(c1)OCCO2)c1ccccn1	3	1.1	0	1	-3	-5	2.8	1	7
O=C(Cc1cccs1)NCc1cccc(C(F)(F)F)c1	-7	0.0	-1	-6	0	3	1.4	-2	-2
COc1ccc(OC)c(C(C)NS(=O)(=O)c2cccs2)c1 (stereo not given)	-2	-0.2	x	x	10	-1	2.5	x	-2
CSCCC(NC(=O)c1ccccc1Br)C(=O)NCc1ccc(F)cc1 (stereo not given)	12	0.5	2	6	-9	-3	0.8	2	-11
Cn1c(=O)c2c(ncn2CC(=O)OCC(=O)c2ccc(F)c(F)c2)n(C)c1=O	0	0.1	-1	1	5	-7	4.4	-1	-5
Cn1c(CC(=O)Nc2ccccc2F)nnc1SCC(=O)Nc1nncs1	-7	0.1	-4	-1	3	-9	-0.5	-1	-6
CCOC(=O)c1c(C)n(C)c2ccc(OC(C)C(=O)OC)cc12 (stereo not given)	1	-0.1	-4	-2	-1	1	5.2	0	7
O=C(Nc1ccc2nc(-c3ccco3)c(-c3ccco3)nc2c1)N1CCCCCC1	75*	0.2	-1	75*	-4	0	4.0	6	37*
COc1ccc(NC(=S)/N=C(\N)Nc2nc(C)c3ccccc3n2)cc1	10	0.1	-2	5	-9	2	-0.8	1	2
COc1cc(NC(=O)COc2ccccc2Cl)ccc1NC(=O)C(C)C	15	0.1	-1	-2	11	-21	-2.8	0	-3
O=C(c1ccccc1)N1CCN(CC(O)COc2cccc3ccccc23)CC1 (stereo not given)	6	0.0	0	-2	5	7	2.5	-2	-4
CCOC(=O)C1CCCN(c2oc(-c3ccc(OC)cc3)nc2C#N)C1 (stereo not given)	10	0.1	-3	1	2	7	-0.5	-4	-5
Clc1ccc(-c2nsc(N3CCOCC3)n2)c(Cl)c1	-2	-0.3	-2	0	12	4	0.5	2	-1
COc1ccc(Nc2ccc(S(=O)(=O)N3CCCCC3)cc2[N+](=O)[O-])cc1Cl	5	-0.1	-1	10	5	8	1.3	-3	1
O=C1NC(=Nc2ccccc2Br)SC1(CO)CO	6	-0.2	0	2	0	-1	-0.2	-3	4
CN(/N=C/c1ccncc1)c1cnn(-c2ccc(F)c(Cl)c2)c(=O)c1Cl	-4	-0.1	-4	-4	1	-5	6.4	-1	-2
Cc1cc(N2CCN(C(c3ccccc3)c3ccccc3)CC2)n2ncnc2n1	5	-0.1	7	13	1	3	4.1	-3	3
COc1ccccc1N/C(N)=N/c1nc(CSc2nc3ccccc3s2)cc(=O)[nH]1	-2	0.1	3	19	4	-25	-4.0	-2	-3
O=C(OCc1nc2ccccc2s1)c1cccs1	3	-0.1	-1	0	11	-6	0.1	-2	-2
CCOC(=O)c1c(C)[nH]c(N=Nc2ccc(C)cc2)c1C	23	0.0	-3	2	-4	2	2.9	-1	12
CSc1nnc(-c2ccc(Cl)cc2Cl)o1	2	0.0	-2	-2	-1	4	0.2	2	-3
COC(=O)c1cc(Br)cn1S(=O)(=O)c1ccccc1	2	0.0	-4	1	4	5	3.7	1	0
CN(C)C(CNC(=O)c1oc2ccccc2c1CSc1ncn[nH]1)c1ccco1 (stereo not given)	0	0.0	0	4	-3	x	-0.4	0	2
COc1ccc(C(CC(=O)NCc2ccccc2)C(C)C)cc1 (stereo not given)	4	0.2	0	-1	4	x	1.8	0	-5
O=C(N/N=C\c1ccc(Sc2ccccn2)o1)c1cccc(Br)c1	-8	-0.1	-1	14	0	7	-0.4	1	3
Cc1cccc(C)c1NC(=O)CN1C(=O)S/C(=C\c2cccn2-c2cccc(C(=O)O)c2)C1=O	14	0.0	-2	-5	4	-1	0.8	0	6
COc1cc(/C(C)=N/NC(=O)c2ccc(CSc3nncn3C)cc2)cc(OC)c1OC	4	-0.1	0	-3	2	x	0.2	3	-5
O=C(NCCc1csc(-c2ccccc2)n1)c1c(F)cccc1Cl	1	-0.1	-2	8	6	0	0.3	-3	-1
Cc1[nH]n(-c2ccccc2)c(=O)c1/C=N\NC(=O)C1COc2ccccc2O1 (stereo not given)	0	-2.2	-1	-2	5	10	1.0	4	-2
C=C(C)Cn1c(SCC(=O)N/N=C/c2c(O)ccc3ccccc23)nc2ccccc2c1=O	3	0.0	-1	12	-8	5	4.7	-4	0
CCCCC(CC)C1OCC(CN2CCCC2)O1 (stereo not given)	5	0.2	0	-1	1	3	-0.3	0	-4
CC(=O)N1CCN(S(=O)(=O)c2cccc(C(=O)OCC(=O)NC(=O)c3cccn3C)c2)CC1	14	0.0	-1	1	10	-6	-0.8	-6	0
C=CCn1c(Cc2csc(N)n2)nnc1SCC(=O)Nc1ccc(C(=O)OCC)cc1	-2	0.3	6	1	0	7&3	2.0	0	-3
Clc1cccc(Cl)c1-c1noc(CN2CCOCC2)n1	22	0.0	-8	-7	12	-7	0.5	-1	1
CCOc1ccc(S(=O)(=O)n2nc(C)cc2C)c2ccccc12	-3	0.0	3	1	-5	3	2.4	-1	-2
Cn1nc(CSc2ccccc2)c(C=O)c1Cl	6	-0.1	-3	9	-1	3	0.4	-3	2
CC1CCC(NC(=O)c2ccc(-n3cncn3)c([N+](=O)[O-])c2)CC1 (stereo not given)	4	0.0	-2	3	6	0	-1.8	4	-1
CCN(CC(=O)Nc1ccccc1OC)C(=O)CCc1ccccc1	11	0.0	5	-5	-1	-30	-1.2	1	-3
COc1ccc(S(=O)(=O)N/N=C(/C)c2ccc(C)o2)cc1	6	0.2	1	-1	5	2	-0.5	9	-1
O=C(COc1ccc2ccccc2c1)Nc1nnc(-c2ccco2)s1	1	-0.1	-1	9	-4	0	-0.9	-2	4
CCN(CC)CCNC(=O)c1cccc(NC(=O)C(=O)c2ccccc2NC(C)=O)c1	0	-0.3	-1	-4	-3	2	-2.8	0	0
CCOCCCn1c(=NC(=O)c2ccc(OC)c(OC)c2)c(C#N)cc2c(=O)n3cccc(C)c3nc21	-7	-0.1	1	5	4	1	-0.2	-2	1
Cc1cc(C(=O)COC(=O)C2CC2)c(C)n1-c1ccc(F)cc1	-4	0.0	3	5	-2	-16	3.3	-2	-3
COc1ccc(NS(=O)(=O)c2ccc(N3CCOCC3)c(NC(=O)c3ccc(OC)cc3)c2)cc1	-4	-0.1	-1	11	3	0	4.2	-3	-1
CCOc1ncccc1C(=O)OCC(=O)N(CC(C)C)C1CCS(=O)(=O)C1 (stereo not given)	14	0.0	-4	0	-3	26	-4.4	7	8
Cc1cccn2c(=O)c(/C=C(\C#N)C(=O)NC3CCS(=O)(=O)C3)c(Oc3ccccc3Cl)nc12 (stereo not given)	10	0.3	0	0	2	-18	3.0	2	3
COC(=O)/C=C/c1cc(F)ccc1S(=O)(=O)NC(C)(C)C	30	-0.1	-2	-24	-2	5	-5.4	0	-6
Cn1c(CC(=O)Nc2ccccc2Cl)nnc1SCC(=O)Nc1nncs1	1	0.1	-2	-4	-6	-2	-3.0	2	-2
CCCCNC(=O)OCCNC(=O)Oc1cccc(C)c1	5	0.2	-1	-5	10	33	1.9	45*	-4
Cc1cccc2c1NC1(CCCC1)CC2C (stereo not given)	10	0.1	-1	-2	0	2	0.8	7	-2
C=CCn1c(SCc2nc3sc(C(=O)O)c(C)c3c(=O)[nH]2)nnc1-c1ccc(F)cc1	14	0.0	-1	-6	12	1	2.2	2	-2
c1ccc(CNc2ccccn2)cc1	1	-0.1	-3	-12	-1	-5	0.6	5	-2
Cc1cc(C)nc(S/C=C/C(=O)c2ccccc2)n1	6	-0.1	-2	6	-1	-29	1.3	2	-1
CCOC(=O)c1cc(C(=O)OCC)c(=O)[nH]c1C	7	0.1	0	-5	0	-4	-0.8	-3	2
COc1ccc(CC(NC(C)=O)C(=O)NC2CCN(c3nnnn3-c3ccccc3)CC2)cc1OC (stereo not given)	-4	-0.1	1	2	0	4	1.4	-1	-2
COc1cc2cc(Oc3ccc4ccc(=O)oc4c3)c(=O)oc2cc1OC(C)=O	13	-0.2	-6	0	6	-9	0.8	-1	-4

Arranged by SMILES length (ascending): 4 of the compounds above.
SMILES	PREPL inh	Efflux pump inh	TPT1 inhibitor	core dimer inh	LYPLA2 inh	GASC-1 inh	PP5 inh	Fh CTSL1 inh	PP1 counter
CCCCNC(=O)OCCNC(=O)Oc1cccc(C)c1	5	0.2	-1	-5	10	33	1.9	45*	-4
CC1CCC(NC(=O)c2ccc(-n3cncn3)c([N+](=O)[O-])c2)CC1 (stereo not given)	4	0.0	-2	3	6	0	-1.8	4	-1
COc1ccc(NS(=O)(=O)c2ccc(N3CCOCC3)c(NC(=O)c3ccc(OC)cc3)c2)cc1	-4	-0.1	-1	11	3	0	4.2	-3	-1
CCOCCCn1c(=NC(=O)c2ccc(OC)c(OC)c2)c(C#N)cc2c(=O)n3cccc(C)c3nc21	-7	-0.1	1	5	4	1	-0.2	-2	1

Next section
SMILES	PREPL inh	Efflux pump inh	TPT1 inhibitor	core dimer inh	LYPLA2 inh	GASC-1 inh	PP5 inh	Fh CTSL1 inh	PP1 counter
CN(C(=O)Cn1cnc([N+](=O)[O-])n1)C1CCCCC1	1	0.2	2	-11	-6	-2	1.0	-2	-6
CCCOc1ccc(CC(=O)NCCc2ccccc2)cc1OC	3	0.0	-2	-8	4	-3	1.4	3	-2
Cc1ccc(N2C(=O)CS/C2=N\C(=S)Nc2ccccc2)cc1	11	0.1	0	-6	0	18	3.1	-3	7
CCNC(=O)NC(=O)C(C)OC(=O)c1ccc(SC)cc1OC (stereo not given)	-7	-0.2	2	4	2	-1	-0.7	3	-6
COc1ccc(C2CC(c3ccc(Br)cc3)=NN2C(=S)Nc2ccccc2)cc1 (stereo not given)	13	0.2	-3	-36	-11	0	2.2	-1	1
CC1=C(C#N)C(NC(=O)c2ccc(C)cc2)(C(F)(F)F)C(=O)N1 (stereo not given)	-1	-0.1	-2	-5	4	10	1.4	-2	0
CCCC(=O)c1ccc(N2CCN(S(=O)(=O)c3ccccc3)CC2)c(F)c1	-4	0.0	-4	13	9	2	0.3	4	2

Some of the entries above in a different format:
CCOC(=O)c1ccccc1NC(=O)C1CSC2(C)CCC(=O)N12 (stereo not given)
  PREPL inh: -10
  Efflux pump inh: 0.3
  TPT1 inhibitor: -1
  core dimer inh: 5
  LYPLA2 inh: 5
  GASC-1 inh: 1
  PP5 inh: 3.4
  Fh CTSL1 inh: 1
  PP1 counter: -1

C=CCn1c(Cc2csc(N)n2)nnc1SCC(=O)Nc1ccc(C(=O)OCC)cc1
  PREPL inh: -2
  Efflux pump inh: 0.3
  TPT1 inhibitor: 6
  core dimer inh: 1
  LYPLA2 inh: 0
  GASC-1 inh: 7&3
  PP5 inh: 2.0
  Fh CTSL1 inh: 0
  PP1 counter: -3

COc1ccc(C2CC(c3ccc(Br)cc3)=NN2C(=S)Nc2ccccc2)cc1 (stereo not given)
  PREPL inh: 13
  Efflux pump inh: 0.2
  TPT1 inhibitor: -3
  core dimer inh: -36
  LYPLA2 inh: -11
  GASC-1 inh: 0
  PP5 inh: 2.2
  Fh CTSL1 inh: -1
  PP1 counter: 1

Compound activity from PubChem BioAssay.

This is a subset, so the mix of outcomes need not match the whole.
